Compound activity deposited in PubChem BioAssay by Fisher Drug Discovery Resource Center.
mcGAS MS inh: inhibitors of mouse cGAS. recombinant mouse cGAS, cGAMP by RapidFire MS. inhibition, % at 12.5 µM. hit rate 0.18% among 130,000;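 active means inhibition of cGAS enzyme activity at or above 60%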;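 further: enzyme stimulated by 45 bp dsDNA with ATP and GTP substrates; cGAMP share of summed cGAMP plus half ATP and half GTP signals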
Target sequence (Q8C6L5 whole entry, looked up): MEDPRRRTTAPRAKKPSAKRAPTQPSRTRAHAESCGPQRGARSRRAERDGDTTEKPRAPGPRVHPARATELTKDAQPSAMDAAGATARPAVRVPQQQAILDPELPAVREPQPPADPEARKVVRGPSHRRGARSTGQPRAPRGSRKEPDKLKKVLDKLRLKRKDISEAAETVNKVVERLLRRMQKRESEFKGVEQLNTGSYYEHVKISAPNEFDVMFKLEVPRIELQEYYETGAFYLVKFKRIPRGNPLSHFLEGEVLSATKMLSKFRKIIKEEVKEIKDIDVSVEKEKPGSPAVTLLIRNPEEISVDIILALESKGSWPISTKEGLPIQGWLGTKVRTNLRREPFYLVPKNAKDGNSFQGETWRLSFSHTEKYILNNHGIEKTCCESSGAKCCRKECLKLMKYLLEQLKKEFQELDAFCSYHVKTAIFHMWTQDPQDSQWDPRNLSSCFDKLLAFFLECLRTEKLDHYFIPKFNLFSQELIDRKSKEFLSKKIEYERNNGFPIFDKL
* = called active by the depositor; & = joins results of further samples. A portion of the library. The share of hits here may be higher or lower than overall.

Compound,mcGAS MS inh
CCn1nc(C(=O)N(CC2CCCO2)c2nc3c(OC)ccc(Cl)c3s2)cc1C (stereo not given),6.3
O=C(CCc1nc2ccccc2[nH]1)NCCCCc1ccccc1,-15.8
O=C(O)c1cccc(CC2CCN(Cc3cnc(-c4ccccn4)nc3)C2)c1 (stereo not given),-9.8
O=C(CCc1cscn1)Nc1ncccc1Br,1.7
COc1ccc2cccc(CCNC(C)=O)c2c1,-5.8
CSc1nccc(NCC2CNCCOC2)n1 (stereo not given),-12.7
CC(=O)N1CCC(NC(=O)CCc2ccccc2F)CC1,-10.7
CS(=O)(=O)N1CCC(Oc2ccccc2C(=O)NCCCn2cccn2)CC1,-9.2&-5.6
Cc1cccc(N2C(=O)CS/C2=N/NC(=O)c2ccc(Br)cc2)c1C,-9.6
Cc1nc(C(F)(F)F)ccc1C(=O)N1CCC1(C)C(=O)NS(=O)(=O)c1cccc(C#N)c1 (stereo not given),-16.3
Cc1ncc(/C=C/C(=O)N(CC(F)(F)F)C2CCOC2)s1 (stereo not given),-14.2
CC(C)c1nn(C)c2nc(C(C)(C)C)[nH]c12,3.6
CC(C)c1cccc(C(C)C)c1NC(=O)Cn1cccn1,-12.0
CCCc1cc(=O)[nH]c(SCc2cn3cc(C)ccc3n2)n1,-12.4&-5.8
COc1cccc(-c2nc(C=Nc3ccc(F)cc3)c(O)o2)c1,-6.4
Cc1cc(C)c2[nH]c(=S)cc(C)c2c1,51.2
COc1cccc(CNC(=O)CCC2CCCN(C(=O)c3cccc(-c4ccco4)c3)C2)c1 (stereo not given),-8.0
CC(N)=C(C#N)C(=O)COC(=O)C1CSC2(C)CCC(=O)N12 (stereo not given),12.6
O=C(/C=C/c1ccsc1)c1c(O)ccc2oc(=O)ccc12,-8.0
CC(=O)N(c1nc(C=C(CC(=O)O)c2nc3ccccc3s2)cs1)c1ccc(F)cc1F,10.6
CN(Cc1ccccc1Br)C(=O)c1nccnc1N,-4.8
COCC1=C(C(=O)OC(C)OC(=O)OC(C)C)N2C(=O)[C@@H](NC(=O)/C(=N\OC)c3csc(N)n3)[C@H]2SC1 (stereo not given in full),-7.3
O=C(CCc1ccccn1)N1CC[C@@H](N2CCN(c3ccccc3F)CC2)[C@H](O)C1,-0.5
CC1CCCCC1Nc1ncnc2c1nnn2C (stereo not given),-14.4
Fc1ccc(CN2CCC(NCc3cccc4ccccc34)CC2)cc1F,-9.9
CCCc1cnc(C)nc1-c1ccnc2c1ccn2C,-8.1
C=CCOc1cccc(C(=O)N2CCCC(N3CCN(c4ccccc4OC)CC3)C2)c1 (stereo not given),-5.3
Cn1c(=O)c2c(nc(CN3CCOCC3)n2CC(=O)C(C)(C)C)n(C)c1=O,-4.6
C/C(=N\NC(=O)c1ccc(C(C)(C)C)cc1)c1ccc(NC(=O)c2ccc(C)o2)cc1,-5.0
C=CCn1c(SCC(=O)C(C#N)=C(C)N)nnc1-c1ccoc1C,-7.5

Gathered by group, the compounds so far containing a COOH group.
Compound,mcGAS MS inh
O=C(O)c1cccc(CC2CCN(Cc3cnc(-c4ccccn4)nc3)C2)c1 (stereo not given),-9.8
CC(=O)N(c1nc(C=C(CC(=O)O)c2nc3ccccc3s2)cs1)c1ccc(F)cc1F,10.6

(list continues)
Compound,mcGAS MS inh
CC(C)Cc1ncc2c(n1)CN(C(=O)c1cccc(-n3cnnc3)n1)C2,-0.9
CCc1ccc(N2CCCn3c2nc2c3c(=O)n(CC(=O)OC)c(=O)n2C)cc1,-3.8
c1ccc(-n2ccc(CN3CCCC(Cn4cncn4)C3)n2)cc1 (stereo not given),-3.0
O=C(NCCO)c1c2c(nc3ccccc13)CCN(Cc1ccc(F)cc1F)C2,-1.5
CC1(C)C[C@@H]2C(=O)CC[C@H]3O[C@]3(C)CC[C@H]21,-7.1
Cc1cccc(NC(=O)C(C)NC(=O)c2ccccc2)c1C (stereo not given),-2.3
COc1ccc(CC(=O)NCc2cccc(NC(=O)C3CCCC3)c2)cc1OC,-5.5
O=C(N1CCN2CCCC2C1)C(F)(F)C(F)(F)C(F)(F)C(F)(F)C(F)(F)C(F)(F)F (stereo not given),-5.6
CC(=O)N(c1ccccc1)c1nc(/C=C/c2nc3ccccc3c(=O)[nH]2)cs1,0.2
Cc1cc(C)nc(N2CCN(c3ncnc4sc5c(c34)CCCC5)CC2)n1,-1.9
Cc1nc(N)nc(C)c1CC(=O)N1CCCC(Cn2ccnc2)C1 (stereo not given),-12.3
N#Cc1cccc(COC(=O)CC(NC(N)=O)c2cccs2)c1 (stereo not given),10.0
CCOC(=O)c1c(N)sc2c1CCC2,-2.8
CC(=O)NCCC(=O)N1CCCC(C(=O)c2ccc(-c3ccccc3)cc2)C1 (stereo not given),4.1
C=C(C)Cn1c(=O)c2c(nc3n2CCN3c2ccccc2C)n(C)c1=O,-8.2
COCCN=c1scc(-c2ccc(OC(F)F)cc2)n1N=Cc1ccc(O)cc1,-4.1
CCCCS(=O)(=O)NC1(c2ccc(Br)cc2)CC1,-4.5
COc1ccccc1/C=C/CNCC1(N2CCOCC2)CCSC1 (stereo not given),-11.5
CC1(C)C(c2ccc(Cl)cc2)=[N+]([O-])C(C)(C)C(c2ccc(Cl)cc2)=[N+]1[O-],-7.7
COc1ccc(CCNC(=O)CSc2n[nH]c(C(C)(C)C)n2)cc1,-21.6
COCCc1nc2ccc(C(=O)N3CCNC(=O)C3Cc3ccccc3)cc2o1 (stereo not given),8.3
COc1cccc(NC(=O)Cc2c(C)nc3ncnn3c2C)c1,-5.6
CS(=O)(=O)Oc1ccccc1CNCc1ccco1,-0.6
O=C(Cc1n[nH]c(=O)c2ccccc12)NCCSCc1ccccc1,-0.7
Cc1cnc(NC(=O)c2nc(C3CC3)n(-c3ccccc3)n2)s1,3.2
Cc1nc2ccc(Cl)cn2c(=O)c1NC(=O)C(C)(C)C,-12.4
CCN1CCC2CCC(C1)N2CC(=O)NCCOc1cccc(F)c1 (stereo not given),-2.4
CC(C)(C)OC(=O)C1=NN(C(=O)OC(C)(C)C)C[C@@H]2CC(=O)N12,-8.6
C=CCNC(=O)Cn1c(CO)cnc1SCc1ccccc1,-9.4
COC(=O)CCCCCNC(=O)C1CCN(S(=O)(=O)c2ccc(F)cc2)CC1,-5.5

Quoted from the listing.
COCCN=c1scc(-c2ccc(OC(F)F)cc2)n1N=Cc1ccc(O)cc1 | mcGAS MS inh = -4.1
CC1(C)C(c2ccc(Cl)cc2)=[N+]([O-])C(C)(C)C(c2ccc(Cl)cc2)=[N+]1[O-] | mcGAS MS inh = -7.7
CCOC(=O)c1c(N)sc2c1CCC2 | mcGAS MS inh = -2.8
COc1ccc(CC(=O)NCc2cccc(NC(=O)C3CCCC3)c2)cc1OC | mcGAS MS inh = -5.5
Cc1cc(C)c2[nH]c(=S)cc(C)c2c1 | mcGAS MS inh = 51.2

Next part.
Compound,mcGAS MS inh
O=C(O)C1CCN(c2ncnc3sc4c(c23)CCC4)CC1,0.8
COc1ccc(NC(C)=O)cc1NC(=O)c1cn(C)c2c(=O)n(-c3ccccc3)c(=O)[nH]c12,-26.3
CCOCCOC(=O)C1=C(C)N(C)C(=O)NC1c1cccc([N+](=O)[O-])c1 (stereo not given),-6.9
CCOC(=O)CC1(Cc2ccccc2)C(=O)CC(C)(C)CC1=O,-7.7
FC(F)Oc1ccc(NC(=S)NNC(=S)Nc2cccnc2)cc1,-2.4
CC1CN(C)CCN1Cc1csc(-c2ccc(C(N)=O)cc2)n1 (stereo not given),-6.5
Nc1nc(-c2ccccc2Cl)c(-c2ccccc2Cl)s1,-3.3
O=C([C@H]1CCCN1)N1CCC(c2[nH]ncc2-c2cccc(F)c2)CC1,-16.5
CC(C)OC(=O)CN1CCCC1c1ccccc1Cl (stereo not given),6.6
CC1CCN(C(=O)c2csc(Nc3ccc(OC(F)F)cc3)n2)CC1,-5.0
CCc1ccc(CCC(=O)NCCOC)cc1,0.6
O=C(CSC1=NS(=O)(=O)c2cc(Cl)ccc2N1)OCc1ccccc1,-6.2
CC(C)CN(Cn1[nH]c(-c2ccccc2)nc1=S)C1CCS(=O)(=O)C1 (stereo not given),-4.6
CSC(CO)C(C)NCc1ccccc1N1CC(C)OC(C)C1 (stereo not given),-45.7
O=C(c1cccnc1)C1CCCN(C(=O)c2cc(COc3ccc(F)c(F)c3)on2)C1 (stereo not given),-0.9
CCCN(C)c1ccc(C(=O)NC2CCN(C(=O)C3CC3)CC2)cc1,-2.7
O=C(c1ccccc1OC1CCN(Cc2cccc3c2OCO3)CC1)N1CCCCC1,2.4
O=C1c2cccc([N+](=O)[O-])c2C(=O)N1CNc1ccc(Br)cc1,-1.7
O=C(NCCc1ccc(F)cc1)c1ccc(Nc2cccc(C(F)(F)F)c2)nc1,7.0
Cc1[nH]n(-c2ccc(Cl)cc2)c(=O)c1N=Nc1cccnc1,1.3
CC1c2cccn2CCN1C(=O)c1cc(COc2ccccc2)[nH]n1 (stereo not given),-10.2
Cn1nc(-c2ccccc2)cc1-c1nc2c([nH]1)CC(C)(C)CNC2=O,-3.9
O=c1onc(-c2cccs2)n1CCN1CCOCC1,-1.1
O=C1CCCN1c1ccc(CNCc2ccccc2Cl)cc1,-18.2
Cc1ccc(OCc2ccc(C(F)(F)F)cc2)c(CO)n1,-20.2
COCCn1c(=O)c2c(nc3n(-c4cc(Cl)ccc4OC)c(C)cn23)n(C)c1=O,-6.7
O=S(=O)(c1ccc(Sc2nnnn2C2CC2)nc1)N1CCCCC1,-3.3
CCc1cc(N2CCNC(C(=O)O)C2)nc(N2CCCCC2)n1 (stereo not given),-16.0
O=C1OCCc2cnc3nc(C(F)(F)F)nn3c21,-0.1
CN(C)CC(C)(C)CNC(=O)CN1C(=O)C(Oc2ccccc2)C1c1ccco1 (stereo not given),-7.2

Next section
Molecule	mcGAS MS inh
CC(NC(=O)C1=NN(C)C(=O)CC1)c1ccc(NC(=O)Nc2ccccc2)cc1 (stereo not given)	5.4
CCCn1ncc(CN2CCC(C(=O)Nc3ccc(Oc4ccccc4F)cc3)CC2)c1C	-5.6
C#CCN(Cc1ccco1)C(=O)c1cc(Cn2c(C)nc3ccccc32)[nH]n1	-0.9
CNc1cncc(-c2ccc(C(N)=O)cc2)n1	-1.1
O=S(=O)(Oc1ccc(OCC2CC2)cc1)c1ccc2c(c1)CCO2	-1.3
CN(CC1CCOCC1)C(=O)CC1C(=O)NCCN1C/C=C/c1ccccc1 (stereo not given)	-15.0
O=C(O)C1Cc2ccccc2N1C(=O)OCc1ccccc1 (stereo not given)	-9.2
CC(CCN1CCCC1=O)NC(=O)Cc1cccc(O)c1 (stereo not given)	1.9
CCOC(=O)c1cc(-c2ccc(OC)cc2)nn1CCC#N	-4.0
COc1ccc(C(C)NS(=O)(=O)c2cnn(C)c2)cc1Br (stereo not given)	-23.1
CCNCC(=O)Nc1nc2c(F)c(F)c(F)cc2s1	-2.0
Cc1ccc(-c2cn3cccnc3n2)cc1NC(=O)CC(C)C	8.1
Cc1ccc(C)c(COc2cccn3c(CCN4C(=O)[C@H]5CC=CC[C@H]5C4=O)cnc23)c1	-8.7
CSC1CCCC(NC(=O)c2ccc(NC(C)=O)cc2)C1 (stereo not given)	2.0
Cc1cc(C)c(C)c(S(=O)(=O)N2CCN(C(=O)c3ccc(-n4cncn4)cc3)CC2)c1C	-14.2
CC(C)C1=NOC(c2nc(C(C)c3ccccc3)no2)C1 (stereo not given)	8.9
FC(F)(F)c1cnc(Sc2n[nH]c(C3CC3)n2)c(Cl)c1	7.6
Cc1cc(F)ccc1NC(=O)Cc1ccc(Br)cc1	-5.6
Cc1ccc(CN2CC(C(=O)NCC3(N4CCOCC4)CCCCC3)CC2=O)cc1 (stereo not given)	-7.3
CCOC(=O)C1(Cc2cccc(Cl)c2)CCCN(Cc2cnc[nH]2)C1 (stereo not given)	-12.1
CCN(Cc1cccc(C)c1)Cc1nc2ccsc2c(=O)[nH]1	-6.0
CCCC1CN(Cc2ccon2)CCN1Cc1ccon1 (stereo not given)	-6.7
NC(N)=NS(=O)(=O)c1ccc(N)cc1	-7.1
CC1(C)CC(N2CCOCC2)=CC(NCc2cn3ccccc3n2)C1 (stereo not given)	23.7
Fc1ccc(Cl)c(F)c1-c1nccn1Cc1nc(-c2ccccn2)no1	-19.7
Cc1cc(C(=O)CSc2nnnn2Cc2cccs2)c(C)n1CC1CCCO1 (stereo not given)	-3.3
CC1=C/C(=N/OS(=O)(=O)c2ccc(C)cc2)C2C(C1=O)C2(C)C (stereo not given)	-7.0
CCOc1ccc(OCCCC(=O)Nc2ccc3c(c2)OCO3)cc1	-8.0
CON(S(=O)(=O)c1ccccc1)S(=O)(=O)c1ccccc1	3.6
O=C(NC1CCN(c2ccccc2C(=O)N2CCN(c3ccc(Cl)cc3)CC2)CC1)c1cccs1	-9.8

Seven successive records out of the list so far, quoted:
Molecule	mcGAS MS inh
CC(NC(=O)C1=NN(C)C(=O)CC1)c1ccc(NC(=O)Nc2ccccc2)cc1 (stereo not given)	5.4
CCCn1ncc(CN2CCC(C(=O)Nc3ccc(Oc4ccccc4F)cc3)CC2)c1C	-5.6
C#CCN(Cc1ccco1)C(=O)c1cc(Cn2c(C)nc3ccccc32)[nH]n1	-0.9
CNc1cncc(-c2ccc(C(N)=O)cc2)n1	-1.1
O=S(=O)(Oc1ccc(OCC2CC2)cc1)c1ccc2c(c1)CCO2	-1.3
CN(CC1CCOCC1)C(=O)CC1C(=O)NCCN1C/C=C/c1ccccc1 (stereo not given)	-15.0
O=C(O)C1Cc2ccccc2N1C(=O)OCc1ccccc1 (stereo not given)	-9.2

Additional entries follow:
Molecule	mcGAS MS inh
CC1CN(C)CCN1C(=O)c1ccnc(Oc2ccccc2)c1 (stereo not given)	-11.2
C=CCN(Cc1ccccc1OC)C(=O)c1ccc2n[nH]nc2c1	-17.5
CCCNC(=O)CS(=O)Cc1nc(-c2ccc(Cl)cc2)no1 (stereo not given)	-34.2
CC(C)C(CO)NC(=O)c1ccc2c(c1)C(=O)N(c1ccc(Cn3cncn3)cc1)C2=O (stereo not given)	-7.1
CC(C)c1nc(CN(C)c2cc(N3CCOCC3)nc(N)n2)cs1	7.2
c1ccc(-c2ccc(CN3CCn4cncc4C3)cc2)nc1	-15.2
O=C(C1CCOC1)N1CCN(C23CC4CC(CC(C4)C2)C3)CC1 (stereo not given)	4.0
CNS(=O)(=O)c1cc(Br)ccc1OC	-5.1
CSc1nncc(-c2ccc(F)cc2)n1	-6.5
